HTT aggregate: qHTS Multiplex Assay to Identify Dual Action Probes in a Cell Model of Huntington: Aggregate Formation (GFP). PC12 HttQ103-GFP aggregates, Acumen cytometry, 40 h. Potency, µM (titrated, usually from 46.1 µM), inactives show top-dose activity change, negative = inhibition, usual class: inhibitors. 1.1% of 220,000 active; note: % is set by controls: 0 for no effect and ±100 for the full control effect; nearly all actives have a fitted effect of over 60% in size
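PC12 cells stably carrying ecdysone-inducible HTT exon 1 Q103–GFP were induced with tebufenozide (100 nM final) and treated with library compounds in titration. GFP aggregates in lysates were counted by laser scanning cytometry.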
SMN2 splice enh: qHTS Assay for Enhancers of SMN2 Splice Variant Expression. HEK293 SMN2-luciferase splicing reporter, luminescence, 30-36 h. Potency, µM (doses to about 46.1 µM), inactives show top-dose activity change, positive = activation, hits mostly activators. 2.8% of 210,000 active. AID 1458, 2008; note: % of control where 0% means no effect; nearly all actives have a fitted effect of over 55% in size
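qHTS luciferase splicing reporter: luminescence rises when SMN2 exon 7 is included in transfected HEK293 cells. Compound exposure lasted 30-36 h at 37C, with 4.5 mM final sodium butyrate as control, followed by a ONE-Glo read.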
Tau FP inhib: qHTS for Inhibitors of Tau Fibril Formation, Fluorescence Polarization; Potency, µM (titrated, usually from 57.7 µM), for the others: at the top dose activity, negative = inhibition, usual class: inhibitors; 0.39% of 280,000 active; AID 1468, 2008; K18 P301L tau heparin fibrillization, Alexa594 FP, 6 h; Microtubule-associated protein tau (Homo sapiens), P10636; note: % is set by controls: 0 for no effect and ±100 for the full control effect; nearly all actives have a fitted effect of over 55% in size
Target sequence (P10636 561-689 P618L limits assumed): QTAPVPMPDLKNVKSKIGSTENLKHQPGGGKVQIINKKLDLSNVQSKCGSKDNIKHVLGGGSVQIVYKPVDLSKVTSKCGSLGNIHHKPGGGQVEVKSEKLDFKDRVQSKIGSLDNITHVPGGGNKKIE
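FP of Alexa 594-tau after heparin (20 uM) induction. Substrate: human K18 P301L, 15 uM unlabeled, 0.24 uM labeled. Buffer 100 mM sodium acetate pH 7. 6 hr, 37 C.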
Tau fibril ThT: qHTS for Inhibitors of Tau Fibril Formation, Thioflavin T Binding. Microtubule-associated protein tau (Homo sapiens), P10636. Potency, µM (series often up to 57.4 µM), for the others: at the top dose activity, negative = inhibition, actives largely listed as inhibitors. 2.1% of 270,000 active. AID 1460, 2008. recombinant tau K18 P301L, heparin-induced fibrillization, ThT fluorescence; note: % is set by controls: 0 for no effect and ±100 for the full control effect; nearly all actives have a fitted effect of over 55% in size
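Recombinant human tau K18 fragment […] carrying P301L, 15 uM unlabeled plus 0.24 uM Alexa 594-labeled, was fibrillized with 20 uM heparin in 100 mM sodium acetate pH 7 for 6 hr at 37 C; 30 uM ThT fluorescence read after 1 hr.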
Tau fluor counter: Counterscreen qHTS for Inhibitors of Tau Fibril Formation, Fluorescence Polarization; tau K18 P301L Alexa594 fluorescence, heparin fibrillization; Potency, µM (series often up to 57.7 µM), inactives show at the highest dose activity change, negative = decrease; 0.93% of 280,000 active; AID 1463, 2008; note: % is set by controls: 0 for no effect and ±100 for the full control effect; nearly all actives have a fitted effect of over 55% in size
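Human tau K18 P301L (15 uM unlabeled, 0.24 uM Alexa 594-labeled) in 100 mM sodium acetate pH 7 with 20 uM heparin, 6 hr at 37 C. ThT 30 uM added, 1 hr ambient; Alexa 594 FP and total fluorescence read at 555/632 nm.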
HTT cytoprotect: qHTS Multiplex Assay to Identify Dual Action Probes in a Cell Model of Huntington: Cytoprotection (ATP) | PC12 HTT-Q103 induced, cytoprotection, ATP luminescence, 40 h | 0.14% of 230,000 active | Potency, µM (highest dose often 56.4 µM), without a hit: cytoprotection (ATP increase), most hits filed as activators;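 note: % of control where 0% means no effect; nearly all actives have a fitted effect of over 45% in size; toxic huntingtin expression switched on by the ecdysone agonist tebufenozide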
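Cells were plated at 1500 per well in phenol red-free DMEM with 5% equine and 5% calf serum. Tebufenozide (100 nM final) and compounds were added, then ATPlite reagent, and luminescence was read.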
KDM4E inh: qHTS Assay for Inhibitors of Human Jumonji Domain Containing 2E (JMJD2E). Potency, µM (highest dose often 57.1 µM), for inactives: at the highest dose activity change, negative = inhibition, actives largely listed as inhibitors. 1.6% of 230,000 active. JMJD2E catalytic domain, FDH-coupled NADH fluorescence (FDH is formaldehyde dehydrogenase). Lysine-specific demethylase 4E (Homo sapiens), B2RXH2. AID 2147, 2009; active = well fitted inhibition curve with a large enough effect, not every such curve was filed as active; inconclusive = small, poorly fitted or top-dose-only effect, or another doubt; inactive = no such curve, though single readings can be large or run the other way;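 note: 0% = wells with enzyme and -100% = buffer wells without enzyme; nearly all actives have a fitted effect of over 50% in size; many of its hits are not listed in these tables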
Target sequence (B2RXH2 1-337 limits assumed): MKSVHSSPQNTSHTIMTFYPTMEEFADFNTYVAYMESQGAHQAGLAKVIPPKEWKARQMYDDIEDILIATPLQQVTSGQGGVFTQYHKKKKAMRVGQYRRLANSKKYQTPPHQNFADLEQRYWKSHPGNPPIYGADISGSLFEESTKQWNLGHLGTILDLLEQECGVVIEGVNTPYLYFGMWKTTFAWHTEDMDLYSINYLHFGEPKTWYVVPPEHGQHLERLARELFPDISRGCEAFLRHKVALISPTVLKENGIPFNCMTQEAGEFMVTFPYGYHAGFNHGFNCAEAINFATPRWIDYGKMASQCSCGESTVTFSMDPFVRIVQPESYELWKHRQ
ALDH1A1 inh: qHTS Assay for Inhibitors of Aldehyde Dehydrogenase 1 (ALDH1A1). Aldehyde dehydrogenase 1A1 (Homo sapiens), P00352. 7.3% of 220,000 active. AID 1030, 2008. Potency, µM (titrated, usually from 75.3 µM), without a hit: at the highest dose activity, negative = inhibition, most hits filed as inhibitors. Purified ALDH1A1, NADH fluorescence, propionaldehyde substrate; active = well fitted inhibition curve with a large enough effect, not every such curve was filed as active; inconclusive = small, poorly fitted or top-dose-only effect, or another doubt; inactive = no such curve, though single readings can be large or run the other way;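 note: plate controls were no enzyme wells and a reference inhibitor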
Target sequence (P00352 whole entry, looked up): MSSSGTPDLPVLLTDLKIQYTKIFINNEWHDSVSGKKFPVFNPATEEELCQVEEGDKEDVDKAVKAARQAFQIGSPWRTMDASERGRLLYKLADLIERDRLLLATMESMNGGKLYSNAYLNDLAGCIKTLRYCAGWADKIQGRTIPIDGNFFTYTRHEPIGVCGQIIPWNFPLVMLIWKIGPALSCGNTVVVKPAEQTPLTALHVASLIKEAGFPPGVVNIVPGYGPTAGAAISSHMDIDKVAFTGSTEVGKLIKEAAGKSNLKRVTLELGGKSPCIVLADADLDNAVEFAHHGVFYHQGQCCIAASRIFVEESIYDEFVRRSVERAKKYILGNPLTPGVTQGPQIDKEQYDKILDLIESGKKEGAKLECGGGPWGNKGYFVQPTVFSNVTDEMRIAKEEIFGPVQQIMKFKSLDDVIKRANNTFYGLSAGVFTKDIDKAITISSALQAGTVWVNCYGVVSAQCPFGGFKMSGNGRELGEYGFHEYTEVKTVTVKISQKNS
Numbers without * were called inactive; ? = inconclusive; nt = not tested or not shown; & = joins results of further samples; [ ] = another dose, or the depositor's remark. Unless noted, calls come from the whole dose curve; as a rule, active = well fitted curve in the direction sought with a large enough effect; inconclusive = small, poorly fitted or top-dose-only effect, or another doubt; inactive = no such curve, though single readings can be large; an effect the other way counts as inactive or inconclusive. Potency is the fitted concentration of half-maximal effect. These rows are one share of the data; count on the stated rates, not on these rows.

Values run as follows: HTT aggregate, SMN2 splice enh, Tau FP inhib, Tau fibril ThT, Tau fluor counter, HTT cytoprotect, KDM4E inh, ALDH1A1 inh
O=C(Nc1cccnc1)c1ccc(CSc2ccccc2)cc1
 : 0%, nt, -9%, -16%, -19%, -4%, 0%, 4%
CCOC(=O)N1CCN(C(=O)c2cnn3c(C)c(Cc4ccc(C)cc4)c(C)nc23)CC1
 : 0%, nt, -5%, -14%, -16%, 5%, 8%, 25µM*
CCCNC(=O)CSc1nc(-c2cccs2)cc(C(F)(F)F)n1
 : -13%, -33%[inhibitor], 7%, -9%, -4%, -3%, ?, -13%
CCn1c(O)c2ccc(C(=O)N=NC(=O)c3cccnc3)cc2c1O
 : ?, nt, 5%, ?, -29%, -8%, -8%, -5%
O=c1oc(-c2ccccc2F)nc2c1cnn2-c1ccccc1
 : 32%, 6%, -2%, ?, -16%, -30%, -7%, 2%
COc1ccc(-c2cc(=O)[nH]c(=S)[nH]2)cc1
 : nt, 23%, -4%, 1%, 6%, nt, 0%, ?
CCCCn1nc(C(=O)N2CCc3ccccc32)c2ccccc2c1=O
 : -10%, 10%, 4%, -11%, -10%, -3%, 1%, ?
CCOC(=O)c1cccc(NC(=O)/C(=C\c2ccccc2)NC(=O)c2ccccc2Cl)c1
 : -5%, nt, -8%, -9%, -15%, -18%, 2%, 2%
CCCN1C2CCCC1CC(NC(=S)Nc1cccc(C)c1)C2 (stereo unspecified)
 : -14%[9.22 µM], nt, -7%, -12%, -10%, -3%[10 µM], 9%, 2%
CCc1cccc(CC)c1NC(=O)CCS(=O)(=O)c1ccc2c(c1)CCN2C(C)=O
 : nt, 1%, -4%, -5%, -3%, nt, nt, nt
CCOC(=O)c1nn(-c2ccc(F)cc2)c2nc(Nc3ccccc3)cc(=O)n12
 : -7%, 7%, 2%, -10%, -18%, nt, -11%, ?
COc1ccc(CCNC(=O)CC(NC(=O)c2ccccc2Cl)c2ccccc2)cc1 (stereo unspecified)
 : 24%, -2%, -8%, -2%, 6%, 4%[10 µM], -2%, -14%
CCCCn1nc2cc(C(=O)NCCc3cccs3)ccc2c1OCC
 : 8%, 9%, 4%, -23%, -16%, -17%[10 µM], ?, ?
COc1ccc2c(c1)CCc1c(C(=O)N3CCc4ccccc4C3)noc1-2
 : ?, ?, 4%, ?, -23%, -11%[10 µM], -5%, ?
CC(C)CN(C(=O)CCc1ccccc1)c1c(N)n(CC(C)C)c(=O)[nH]c1=O
 : 16%, -2%, 1%, 0%, 1%, 5%[1.9 µM], 3%, 5%
N#CC(C#N)=C(Nc1ccc(F)cc1)SCc1cccc(Br)c1
 : 2.2µM*, -87%[inhibitor], ?, ?, ?, -64%[inhibitor][10 µM], -5%, 1%
CC(NC(=S)Nc1ccc(Cl)cc1Cl)C(c1cccs1)N1CCCC1 (stereo unspecified)
 : 12%, -10%, -1%, -3%, -3%, -7%[10 µM], -9%, ?
O=C(O)c1cc([N+](=O)[O-])c(NCCC2=CCCCC2)c([N+](=O)[O-])c1
 : -5%, -24%, -12%, ?, -18%, -17%, 11%, 10µM*
O=C(CCCN1C(=O)/C(=C/c2cccs2)SC1=S)NNC(=O)c1cccnc1
 : -13%[9.22 µM], nt, 10%, ?, -15%, 3%[10 µM], -10%, nt
CC(C)CN(CCNC(=O)CN1C(=O)CSc2ccc(S(=O)(=O)N3CCOCC3)cc21)CC(C)C
 : -7%, 3%, 0%&-6%, -6%&10%, -4%&0%, -44%[inhibitor], 3%, 16%

Look-ups from above:
In Tau FP inhib, `O=C(Nc1cccnc1)c1ccc(CSc2ccccc2)cc1` is entered as -9%
In ALDH1A1 inh, `COc1ccc(CCNC(=O)CC(NC(=O)c2ccccc2Cl)c2ccccc2)cc1` (stereo unspecified) is entered as -14%
In HTT cytoprotect, `CCCCn1nc(C(=O)N2CCc3ccccc32)c2ccccc2c1=O` is entered as -3%
In ALDH1A1 inh, `O=c1oc(-c2ccccc2F)nc2c1cnn2-c1ccccc1` is entered as 2%
In SMN2 splice enh, `CCCCn1nc2cc(C(=O)NCCc3cccs3)ccc2c1OCC` is entered as 9%

The main list resumes with the six entries that preceded the break.
Values run as follows: HTT aggregate, SMN2 splice enh, Tau FP inhib, Tau fibril ThT, Tau fluor counter, HTT cytoprotect, KDM4E inh, ALDH1A1 inh
CC(C)CN(C(=O)CCc1ccccc1)c1c(N)n(CC(C)C)c(=O)[nH]c1=O
 : 16%, -2%, 1%, 0%, 1%, 5%[1.9 µM], 3%, 5%
N#CC(C#N)=C(Nc1ccc(F)cc1)SCc1cccc(Br)c1
 : 2.2µM*, -87%[inhibitor], ?, ?, ?, -64%[inhibitor][10 µM], -5%, 1%
CC(NC(=S)Nc1ccc(Cl)cc1Cl)C(c1cccs1)N1CCCC1 (stereo unspecified)
 : 12%, -10%, -1%, -3%, -3%, -7%[10 µM], -9%, ?
O=C(O)c1cc([N+](=O)[O-])c(NCCC2=CCCCC2)c([N+](=O)[O-])c1
 : -5%, -24%, -12%, ?, -18%, -17%, 11%, 10µM*
O=C(CCCN1C(=O)/C(=C/c2cccs2)SC1=S)NNC(=O)c1cccnc1
 : -13%[9.22 µM], nt, 10%, ?, -15%, 3%[10 µM], -10%, nt
CC(C)CN(CCNC(=O)CN1C(=O)CSc2ccc(S(=O)(=O)N3CCOCC3)cc21)CC(C)C
 : -7%, 3%, 0%&-6%, -6%&10%, -4%&0%, -44%[inhibitor], 3%, 16%
O=C(O)COc1c(-c2ccco2)oc2ccccc2c1=O
 : 13%, -2%, 5%, -3%, 0%, ?, ?, ?
Cc1cccc(/C(N)=N/OC(=O)CCC2CCCCC2)c1
 : -7%, 21%, -2%, -6%, 0%, -19%[0.074 µM], 5%, 7%
CC(Sc1ccc(Cl)cc1)C(=O)NCC1CCCO1 (stereo unspecified)
 : 20%[9.22 µM], -25%, 9%, -7%, -3%, 2%, 6%, 0%
COc1ccc(N2C(=O)CCC(C(=O)N3CCN(c4ccccn4)CC3)C2c2ccc(F)cc2)cc1 (stereo unspecified)
 : 24%, -24%, 7%, -1%, -3%, -44%[inhibitor], ?, -9%
COc1ccc(NC(=O)CN(C)S(=O)(=O)c2ccccc2)cc1
 : 16%, -10%, -3%, -6%, -8%, 8%[10 µM], 1%, 12%
OCc1cn(-c2ccccc2)nc1-c1ccco1
 : 5%[9.22 µM], -5%, -2%, ?, -12%, -33%, ?, ?
CC(C)(C)NC(=O)C(c1ccncc1)N(C(=O)Cn1nnc(-c2cccs2)n1)C1CCCCC1 (stereo unspecified)
 : -3%, ?, 8%, -14%, -7%, -7%[10 µM], 1%, 7%
CCC(Sc1nc2ccccc2s1)C(=O)Nc1cc(C)on1 (stereo unspecified)
 : 3%, -25%, -7%, -13%, -18%, -14%[1.9 µM], 5%, -10%
Cc1ccc(/C=N/Nc2ncc(Cl)cc2Cl)s1
 : -1%[9.22 µM], ?, 8%, ?, -13%, -49%[inhibitor], ?, 15%
COc1cccc(-c2cn3ncsc3n2)c1
 : nt, 0%, -5%, ?, -22%, nt, nt, nt
O=C1CN(C(=O)COC(=O)CCSc2ccccc2Cl)c2ccccc2N1
 : 17%[9.22 µM], -28%, 5%, -10%, -6%, 9%, -7%, 14µM*
Cc1ccc(C(O)C2=CCCC2=O)cc1 (stereo unspecified)
 : nt, -2%, 11%, -4%, 0%, -3%, -7%, -6%
Cc1ccc(N(Cc2ccc(C(=O)NCC3CCCO3)cc2)S(C)(=O)=O)cc1C (stereo unspecified)
 : -6%[9.22 µM], -26%, -5%, 1%, 0%, -6%[10 µM], 1%, 4%
O=CN/C=C/c1cc(F)cc(F)c1F
 : nt, -1%, -3%, -1%, -2%, 16%, -11%, -13%
CCN(CC)C(=O)c1scc2c1OCCO2
 : ?, 3%, -5%, 3%, -3%, 2%, -1%, 16%
Cc1cccc(NC(=O)/C(C#N)=C/c2ccc(C)o2)c1
 : nt, 13µM*, -16%, ?, -15%, nt, nt, nt
Cc1ccc(C(C(=O)NC2CCCC2)N(C(=O)CCC(=O)Nc2cc(C)on2)c2ccccc2)cc1 (stereo unspecified)
 : -4%, 2%, -6%, -5%, -2%, 5%[10 µM], 5%, -5%
C/C(=N\NC(=S)NC(C)C)c1ccccc1OC(F)F
 : 15%, 0%, 7%, -10%, -12%, 29%, 1%, 5%
Cc1noc(C)c1C(=O)OCC(=O)c1c[nH]c2ccccc12
 : -7%, -33%, 7%, -12%, -17%, -13%, -2%, 4%
COc1ccccc1NC(=O)CN1CCN(c2ccccc2F)CC1
 : 25%, 13%, 0%, -17%, -14%, -2%, 10%, 12%

Quoted at random: 2 entries already listed.
Values run as follows: HTT aggregate, SMN2 splice enh, Tau FP inhib, Tau fibril ThT, Tau fluor counter, HTT cytoprotect, KDM4E inh, ALDH1A1 inh
CCC(Sc1nc2ccccc2s1)C(=O)Nc1cc(C)on1 (stereo unspecified)
 : 3%, -25%, -7%, -13%, -18%, -14%[1.9 µM], 5%, -10%
COc1cccc(-c2cn3ncsc3n2)c1
 : nt, 0%, -5%, ?, -22%, nt, nt, nt

The results go on:
Values run as follows: HTT aggregate, SMN2 splice enh, Tau FP inhib, Tau fibril ThT, Tau fluor counter, HTT cytoprotect, KDM4E inh, ALDH1A1 inh
CC(=O)c1c(N)nc2n(c1=O)CCCCC2
 : 6%, -12%, -6%, -3%, 4%, -25%, -15%, -6%
CC1(C)CC2(CCO1)OC(=O)CC2C(=O)Nc1ccc(Br)cc1 (stereo unspecified)
 : -5%[9.22 µM], nt, 3%, -9%, -11%, 15%[10 µM], -7%, 3%
Cc1ccc(-c2noc(CNC(=O)c3ccccc3)n2)cc1
 : nt, -7%, -5%, 2%, -7%, nt, nt, nt
NC(=O)CSc1nnc(COc2ccccc2)n1Cc1ccco1
 : 34%, 9%, -11%, -1%, -6%, 4%, 2%, 3%
